# GAA850 FXN act = activators of GAA850 frataxin (FXN) promoter; HEK293 lucGAA850 FXN promoter luciferase reporter, 24 h; percent of 10 µM SAHA response; hit rate 0.56% among 360,000; activation, % at 6 µM; AID 540364;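 active means activation above the average of all compounds screened plus 3 SD, cutoff fixed separately per campaign, cut at about 7.5% in these data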;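 further: 0% = DMSO wells and 100% = 10 µM SAHA wells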
# hgDAF-12 ag = activates the H. glycines DAF-12 receptor ligand-binding domain. HEK293 GAL4-hgDAF12 UAS-luciferase reporter, agonist luminescence; normalized to butyrate control. activation, % at 6.8 µM. hit rate 1.8% among 370,000;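 active means activation above a cutoff set at the mean of all screened compounds plus 3 SD, cut at about 10% in these data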;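 further: 0% = DMSO wells and 100% = sodium butyrate wells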
# SMARCA2 activ = SMARCA2 function activation, primary screen; hit rate 1% among 370,000; activation, % at 9.1 µM; AID 652017; MG213 cells, MMTV-luciferase reporter, dexamethasone, overnight; in the data active means activation above about 7.8%;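 further: 0% = vehicle wells and 100% = reference activator wells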
# ssDAF12 agonist = activates DAF-12 receptor from parasite S. stercoralis; HEK293 ssDAF-12/GRIP1 lit1-tk-luc reporter, luminescence; % of 3 µM dafachronic acid response; activation, % at 6.8 µM; hit rate 1% among 370,000; AID 652126;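 active means activation above the mean over all tested compounds plus 3 SD, cut at about 0.9% in these data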;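 further: 0% = DMSO-only wells and 100% = 3 µM delta7-dafachronic acid wells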
# ADAM10 inh = inhibitors of human ADAM10. O14672. recombinant ADAM10, EDANS/DABCYL FRET peptide cleavage, 3 h. inhibition, % at 7 µM. hit rate 0.62% among 370,000. AID 720582;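 active means inhibition above a per-campaign cutoff equal to the mean of compounds falling between control-based bounds plus 3 SD, cut at about 20% in these data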;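 further: 0% = DMSO wells while the 100% control is not disclosed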
# sPLA2-III inh = Blocks human group III sPLA2 activity. QFRET BODIPY PC-A2 liposome hydrolysis, fluorescence. AID 743126. inhibition, % at 12.2 µM. hit rate 0.56% among 370,000. Q9NZ20;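 active means inhibition above mean plus 3 SD of compounds lying within the high and low control bounds, cut at about 19% in these data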;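 further: 0% = median of test compound wells and 100% = no enzyme DMSO wells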
# NPR2 activator = GC-B (human) receptor activation. P20594. HEK293-GC-B cells, CNP EC30, cGMP TR-FRET; 0% at EC30 CNP, 100% saturating CNP. activation, % at 10 µM. hit rate 0.11% among 370,000. AID 1920062;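 active means activation at 10 µM reaching about 35% in either raw or pattern-adjusted values, limit read from the data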
# Target sequence (P20594 whole entry, looked up): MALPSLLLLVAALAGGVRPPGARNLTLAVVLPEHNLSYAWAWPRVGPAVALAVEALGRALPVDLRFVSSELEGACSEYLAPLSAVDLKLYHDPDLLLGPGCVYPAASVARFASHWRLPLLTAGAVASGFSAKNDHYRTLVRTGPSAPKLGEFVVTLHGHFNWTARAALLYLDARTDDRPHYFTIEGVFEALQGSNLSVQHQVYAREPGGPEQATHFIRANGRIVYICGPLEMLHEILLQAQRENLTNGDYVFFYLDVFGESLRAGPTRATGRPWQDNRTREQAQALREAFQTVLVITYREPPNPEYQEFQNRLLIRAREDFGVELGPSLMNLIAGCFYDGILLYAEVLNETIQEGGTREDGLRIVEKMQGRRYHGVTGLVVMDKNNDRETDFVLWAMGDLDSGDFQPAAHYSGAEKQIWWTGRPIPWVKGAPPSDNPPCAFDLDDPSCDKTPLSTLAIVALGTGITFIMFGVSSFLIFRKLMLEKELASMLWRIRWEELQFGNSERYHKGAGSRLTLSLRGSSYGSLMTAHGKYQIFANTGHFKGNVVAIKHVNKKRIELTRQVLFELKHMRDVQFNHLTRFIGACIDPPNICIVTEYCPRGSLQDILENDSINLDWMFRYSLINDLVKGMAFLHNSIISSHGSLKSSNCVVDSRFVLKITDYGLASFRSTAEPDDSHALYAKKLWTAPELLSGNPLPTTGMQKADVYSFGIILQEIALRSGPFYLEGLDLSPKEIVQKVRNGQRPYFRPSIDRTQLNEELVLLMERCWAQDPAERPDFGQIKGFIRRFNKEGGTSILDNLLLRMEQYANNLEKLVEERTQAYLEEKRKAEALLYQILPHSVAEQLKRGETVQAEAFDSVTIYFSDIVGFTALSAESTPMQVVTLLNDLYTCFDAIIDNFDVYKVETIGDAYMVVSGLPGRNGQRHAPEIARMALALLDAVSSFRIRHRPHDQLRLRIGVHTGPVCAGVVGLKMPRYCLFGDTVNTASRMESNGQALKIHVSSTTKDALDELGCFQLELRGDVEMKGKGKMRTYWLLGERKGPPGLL
# hcDAF12 agonist = activates DAF-12 receptor from parasite H. contortus | hit rate 1.4% among 370,000 | activation, % at 6.8 µM | HEK293 hcDAF-12 lit1-tk-luc reporter, luminescence; 0% DMSO, 100% Δ7-dafachronic acid;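 active means activation above the mean of all tested compounds plus 3 SD, cut at about 5.5% in these data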;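 further: 100% = response to 3 µM Δ7-dafachronic acid high control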
# DAX1 inh-1 = DAX1 (NR0B1) inhibition, primary screen; HEK293T StAR-luciferase reporter, SF-1/DAX-1 repression relief; inhibition, % at 6.8 µM; hit rate 1.1% among 370,000; AID 652010;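 active means inhibition above the mean over all tested compounds plus 3 SD, cut at about 3.6% in these data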;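 further: 0% = DAX-1 cells with DMSO and 100% = cells lacking DAX-1 with DMSO; higher inhibition means more luminescence from relief of DAX-1 repression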
# NPR1 activator = GC-A (human) enzyme activation | HEK293 GC-A cells, cGMP TR-FRET, EC30 ANP; 0% at EC30 ANP, 100% saturating ANP | activation, % at 10 µM | hit rate 0.14% among 370,000; in the data active means activation above about 40%
# DAX1 inh-2 = NR0B1 (DAX1) inhibition; inhibition, % at 6.75 µM; P51843; HEK293 Gal4-DAX1 luciferase reporter, luminescence; hit rate 0.99% among 340,000; AID 504766;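 active means inhibition above the mean over all tested compounds plus 3 SD, cut at about 4.2% in these data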;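 further: 0% = DAX1-transfected cells with DMSO and 100% = empty-vector control cells with DMSO; inhibition shows as a rise in luminescence from relieved DAX1 repression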
# The depositor's hits bear a star; / = not tested or not shown.
SMILES,GAA850 FXN act,hgDAF-12 ag,SMARCA2 activ,ssDAF12 agonist,ADAM10 inh,sPLA2-III inh,NPR2 activator,hcDAF12 agonist,DAX1 inh-1,NPR1 activator,DAX1 inh-2
COc1ccc(NC(=O)COC(=O)Cc2c[nH]c3ccccc23)cc1Cl,0.3,-0.6,0,0.4,-10,-91,-3,2.6,-2.5,-4,1.7
C[C@H](NC(=O)C[C@@H]1CC[C@H]2[C@@H](COC[C@H](O)CN2Cc2ccc(C(F)(F)F)cc2)O1)c1ccccc1,/,-2.7,0,-1.8,2,0,0,-1.8,-1.3,2,/
Cc1ccc(S(=O)(=O)NCC(=O)OCC(=O)c2ccc(S(=O)(=O)N3CCCCC3)cc2)cc1C,0.0,-0.1,0,-1.4,-16,0,-2,-1.9,1.0,1,1.0
Cc1ccccc1OCC(=O)Nc1ccccc1N1CCC(C)CC1,3.3,-0.2,-1,-1.1,-2,0,2,0.6,0.2,8,0.2
COc1ccc(CNC(=O)CN(C(=O)c2snc(C(N)=O)c2N)c2ccc(F)cc2)cc1,-0.7,-1.7,1,-0.6,-1,0,-17,-0.3,-0.3,-19,-2.2
CC(=O)Nc1ccc(NC(=O)CSc2nc(C)nc3sc(C)c(C)c23)cc1,2.1,-2.2,-4,-1.9,0,5,1,-0.9,0.2,2,-0.2
CCOC(=O)c1c(NC(=O)CSc2nc3ccccc3c(=O)n2-c2ccc(F)cc2)sc(C(C)=O)c1C,-0.7,-3.6,-4,-1.5,-2,4,3,0.7,0.4,5,1.0
CO/N=C/NC(=O)NOCc1ccc(Cl)cc1Cl,-1.9,-1.3,0,-1.6,-1,-15,0,0.8,-0.2,10,1.0
COc1ccc(/C=C2\CCc3c2nc2ccccc2c3C(=O)O)cc1OC,-0.6,1.2,2,-0.4,-194,-27,-4,4.4,4.3*,-7,-0.3
Nc1ccccc1N1C(=O)c2cccc3cccc(c23)C1=O,2.7,4.2,1,0.2,-19,-1,3,6.7*,0.5,-1,/
Cc1ccc(NC(=O)C(OC(=O)c2cnc(C)cn2)c2ccccc2)c([N+](=O)[O-])c1 (stereo unspecified),0.9,0.1,-2,-1.2,-6,1,-2,0.1,0.1,-3,1.1
Cc1cc(C(=O)NNC(=O)CN2C(=O)NC(C)(c3ccccc3)C2=O)c(C)o1 (stereo unspecified),0.9,-1.6,-2,-1.2,-7,7,0,-1.6,0.2,2,0.8
O=c1[nH]c(NNC(=S)NC2CCCCC2)nc2c1C1(CCCC1)Cc1ccccc1-2,-2.0,0.2,-1,-0.8,-22,11,0,0.5,0.4,4,1.0
COc1ccc(-n2c(SCC(=O)NCC3CCCO3)nc3c(c2=O)SCC3)cc1 (stereo unspecified),2.7,-1.0,0,-1.2,-1,2,2,-1.3,0.8,1,0.5
CSCC[C@H](NC(=O)Nc1ccccc1C)C(=O)O,0.8,-4.4,-2,-0.9,6,2,1,-1.0,-0.3,2,-0.5
COc1cc(OC)c(C2C(C(=O)Nc3ccc(C)cc3C)=C(C)Nc3ncnn32)cc1OC (stereo unspecified),0.6,-2.8,6,-1.1,3,-2,-3,-1.1,0.0,-7,0.6
Cc1ccc(CNC(=O)Cn2c(=O)oc3ccccc32)o1,2.8,-0.8,4,-0.5,2,0,-1,-0.8,-1.2,3,0.6
CCCCCn1nc(C(=O)OCC(=O)c2c(N)n(C)c(=O)n(C)c2=O)c2ccccc2c1=O,0.2,-0.8,-4,-0.8,-1,8,3,0.8,1.6,10,-1.5
COc1cc(NC(C)CCCNC(C)C)c2ncccc2c1OC (stereo unspecified),-0.2,-3.3,0,-0.9,-17,2,-1,-0.2,-4.6,-11,0.7
CCOC(=O)CNc1nc(Cl)nc(Nc2ccc(C)cc2)n1,2.2,-2.8,4,-1.6,5,3,1,0.6,0.6,-2,-0.2
CCCCN1CC2([N+](=O)[O-])C=CC(=O)C([N+](=O)[O-])(C1)C2CC(=O)c1ccccc1 (stereo unspecified),0.8,3.3,-2,-0.7,4,-7,3,-0.5,-0.1,5,0.4
Cc1ccc(S(=O)(=O)N(C)[C@H]2C[C@H]3c4cc(-c5ccc6c(c5)OCO6)ccc4CCN3C[C@H]2[C@H](C)O)cc1,/,-3.1,-3,-0.7,-11,16,-4,-0.6,0.6,1,/
C/C(=N\NC(=O)c1ccc(O)cc1)c1cccc(NC(=O)c2ccccc2C)c1,3.2,4.3,4,-0.5,-9,0,-3,0.7,3.4,4,1.8
O=C1C2C3CCC(C3NCc3ccccc3)C2C(=O)N1Cc1ccccc1 (stereo unspecified),0.6,-2.8,0,-1.8,6,3,-8,-0.9,-0.9,-4,-1.2
Nc1ccc(C(=O)NCC2(c3ccccc3)CCCC2)cc1,0.0,-0.4,-5,-1.7,-1,5,-1,-0.4,0.3,-1,-1.4
Cn1c(=O)c2c(ncn2CC(=O)N2CCOCC2)n(C)c1=O,0.7,0.1,2,-0.7,-3,-1,3,-1.2,-0.3,-1,0.4
OC(c1ccc(Cl)cc1)C(O)c1nc2ccccc2[nH]1 (stereo unspecified),1.4,1.9,-2,-1.6,-4,-5,-12,0.3,-0.8,-17,-0.2
COCCN(C(=O)c1ccc2c(c1)S(=O)(=O)N=C1CCCCCN12)c1c(N)n(CC(C)C)c(=O)[nH]c1=O,0.1,2.3,1,-1.2,-15,9,4,1.6,0.2,3,1.4
Cc1ccc2c(c1)[nH]c1c(=O)n(CCN3CCCCC3)cnc12,0.2,1.4,1,-0.3,-17,-3,0,5.0,1.0,-4,1.2
O=S1(=O)c2ccc(Br)cc2OC[C@H](Cc2ccccc2)N1Cc1cn(Cc2ccc(Cl)cc2)nn1,/,3.4,-2,-0.9,-6,2,1,0.8,-1.3,2,/
CCCCN1C(N)=NC[C@@H]1Cc1ccccc1,1.4,2.0,-1,-1.1,3,1,-3,-1.4,-0.5,-2,-0.3
S=C(NCc1ccco1)Nc1ccc2c(c1)OCCO2,1.7,4.8,1,-0.1,7,0,0,1.8,0.4,4,0.1
CC(=O)NCC1CCCN(c2nc3nonc3nc2N(C)Cc2ccccc2)C1 (stereo unspecified),1.1,-1.5,-4,-1.4,-8,0,2,-2.1,0.1,0,0.9
O=C1CC2(CCN(C(=O)c3ccccc3Br)CC2)Oc2ccccc21,-1.8,1.4,-1,-1.0,-90,6,-4,-0.9,-1.1,-8,1.0
CNc1nc(-c2ccccc2)cc(C(F)(F)F)c1C#N,3.6,0.2,1,-0.7,-49,-1,3,-1.1,0.3,4,-0.7
COc1ccc(S(=O)(=O)NCCC(=O)Nc2ccc(C)cc2)cc1,1.2,-0.2,-3,-0.4,0,-6,1,-1.0,0.9,-4,-1.4
CN(C)CCCN(C(=O)c1ccc([N+](=O)[O-])o1)c1nc2cc3c(cc2s1)OCO3,0.9,-1.9,4,-1.2,6,8,-8,1.4,-2.4,-4,-0.5
Cc1cc(N2CCOCC2)nc2ccc(NC(=S)NC(C)C)cc12,0.9,2.4,6,-0.9,-498,1,11,-0.8,-0.1,-10,1.9
Cc1ccc(NC(=O)c2cc(-c3cc(Cl)ccc3O)n[nH]2)cc1C,-0.3,-0.3,-5,-0.5,-5,1,7,-0.2,-0.1,19,2.2
Cc1ccc(Nc2nc(-c3cccnc3)nc3ccccc23)cc1,-4.9,-1.9,-2,-2.4,-7,-6,-22,-2.6,-1.9,-17,-2.6

# Nothing new here: an excerpt of the list.
SMILES,GAA850 FXN act,hgDAF-12 ag,SMARCA2 activ,ssDAF12 agonist,ADAM10 inh,sPLA2-III inh,NPR2 activator,hcDAF12 agonist,DAX1 inh-1,NPR1 activator,DAX1 inh-2
Cc1ccc2c(c1)[nH]c1c(=O)n(CCN3CCCCC3)cnc12,0.2,1.4,1,-0.3,-17,-3,0,5.0,1.0,-4,1.2
O=S1(=O)c2ccc(Br)cc2OC[C@H](Cc2ccccc2)N1Cc1cn(Cc2ccc(Cl)cc2)nn1,/,3.4,-2,-0.9,-6,2,1,0.8,-1.3,2,/
CCCCN1C(N)=NC[C@@H]1Cc1ccccc1,1.4,2.0,-1,-1.1,3,1,-3,-1.4,-0.5,-2,-0.3
S=C(NCc1ccco1)Nc1ccc2c(c1)OCCO2,1.7,4.8,1,-0.1,7,0,0,1.8,0.4,4,0.1
CC(=O)NCC1CCCN(c2nc3nonc3nc2N(C)Cc2ccccc2)C1 (stereo unspecified),1.1,-1.5,-4,-1.4,-8,0,2,-2.1,0.1,0,0.9
O=C1CC2(CCN(C(=O)c3ccccc3Br)CC2)Oc2ccccc21,-1.8,1.4,-1,-1.0,-90,6,-4,-0.9,-1.1,-8,1.0
CNc1nc(-c2ccccc2)cc(C(F)(F)F)c1C#N,3.6,0.2,1,-0.7,-49,-1,3,-1.1,0.3,4,-0.7
COc1ccc(S(=O)(=O)NCCC(=O)Nc2ccc(C)cc2)cc1,1.2,-0.2,-3,-0.4,0,-6,1,-1.0,0.9,-4,-1.4
CN(C)CCCN(C(=O)c1ccc([N+](=O)[O-])o1)c1nc2cc3c(cc2s1)OCO3,0.9,-1.9,4,-1.2,6,8,-8,1.4,-2.4,-4,-0.5
Cc1cc(N2CCOCC2)nc2ccc(NC(=S)NC(C)C)cc12,0.9,2.4,6,-0.9,-498,1,11,-0.8,-0.1,-10,1.9
Cc1ccc(NC(=O)c2cc(-c3cc(Cl)ccc3O)n[nH]2)cc1C,-0.3,-0.3,-5,-0.5,-5,1,7,-0.2,-0.1,19,2.2
Cc1ccc(Nc2nc(-c3cccnc3)nc3ccccc23)cc1,-4.9,-1.9,-2,-2.4,-7,-6,-22,-2.6,-1.9,-17,-2.6

# Ordered by the number under DAX1 inh-2 (high to low): three of the compounds above.
SMILES,DAX1 inh-2
Cc1ccc2c(c1)[nH]c1c(=O)n(CCN3CCCCC3)cnc12,1.2
O=C1C2C3CCC(C3NCc3ccccc3)C2C(=O)N1Cc1ccccc1 (stereo unspecified),-1.2
COc1ccc(S(=O)(=O)NCCC(=O)Nc2ccc(C)cc2)cc1,-1.4

# Further entries follow:
SMILES,GAA850 FXN act,hgDAF-12 ag,SMARCA2 activ,ssDAF12 agonist,ADAM10 inh,sPLA2-III inh,NPR2 activator,hcDAF12 agonist,DAX1 inh-1,NPR1 activator,DAX1 inh-2
COC1C=CC=C(C)C(=O)NC2=CC(=O)C(N)=C(CC(C)CC(OC)C(O)C(C)C=C(C)C1OC(N)=O)C2=O (stereo unspecified),-9.8,-11,-10,-2.5,-2,3,-4,-4.6,-6.9,-10,-2.0
CCOC(=O)C1=C(C)N(c2ccc(OC)cc2)C(=O)/C1=C\c1cccs1,-0.2,1.1,1,-1.1,7,-6,4,0.1,-0.2,5,0.1
COc1ccc(C(=O)NC(Cc2ccccc2)c2ccc3c(c2)OCCCO3)cc1 (stereo unspecified),1.6,0.8,-1,-1.2,16,-3,-4,-0.9,-0.4,3,-0.4
CCOC(=O)c1c(N)n(-c2ccc(N)cc2)c2nc3ccccc3nc12,1.6,-2.3,4,-0.9,-25,5,-3,0.4,-0.8,3,-1.6
O=S(=O)(NCc1ccncc1)c1ccccc1,-3.2,-5.3,-1,-1.1,-6,-3,0,-3.2,-2.3,-1,-2.6
